Assay outcomes: PubChem BioAssay, National Center for Advancing Translational Sciences (NCATS)
PKM2 act: qHTS Assay for Activators of Human Muscle isoform 2 Pyruvate Kinase. Potency, µM (top dose mostly 57.5 µM), for inactives: at the top dose activation, actives largely listed as activators. purified PKM2, Kinase-Glo ATP luminescence, activation; response scale: 0% is enzyme alone, no compound. Pyruvate kinase PKM (Homo sapiens), P14618. AID 1631, 2009. hit rate 0.34% among 260,000; further: potency means the concentration at half of the fitted maximal effect; on the % scale 0 is the no-effect control and ±100 the full control effect; nearly all actives have a fitted effect of over 55% in size
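ATP formation by purified human PK-M2, quantified via coupled luciferase luminescence after 1 h at room temperature with 0.1 mM ADP and 0.5 mM PEP final.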
GALK inhibitor: qHTS Assay for Inhibitors of Human Galactokinase (GALK); hit rate 0.007% among 270,000; Potency, µM (series often up to 57.5 µM), for inactives: top-dose activity change, negative = inhibition, hits mostly inhibitors; AID 1868, 2009; Purified GALK, Kinase-Glo residual ATP luminescence; P51570; further: potency means the concentration at half of the fitted maximal effect; on the % scale 0 is the no-effect control and ±100 the full control effect
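GALK at 5 nM final was combined with compound, 35 uM ATP and 100 uM galactose in HEPES pH8.0 with MgCl2 and DTT. The reaction ran one hour at room temperature before luminescent ATP detection.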
Tb PFK inh: qHTS Assay to Find Inhibitors of T. brucei phosphofructokinase. ATP-dependent 6-phosphofructokinase (Trypanosoma brucei brucei), O15648. T. brucei PFK, ADP-Glo luminescence. Potency, µM (series often up to 57.5 µM), inactives show top-dose activity, negative = inhibition, actives largely listed as inhibitors. hit rate 0.17% among 330,000. AID 485367, 2010;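 further: potency means the concentration at half of the fitted maximal effect; 0% = uninhibited 1x PFK enzyme wells and -100% = no-enzyme wells; nearly all actives have a fitted effect of over 60% in size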
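In TEA buffer at pH 8.0 with 5 mM MgCl2, enzyme (1.25 nM) converted F6P (0.5 mM) and ATP (0.1 mM) for 45 min at room temperature. ADP product was read by luciferase luminescence.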
a7 integrin act: qHTS for Activators of Integrin-Mediated Alleviation for Muscular Dystrophy. alpha7betagal myoblasts, beta-gal FDG fluorescence, 48 h. Potency, µM (titrated, usually from 38.3 µM), without a hit: top-dose activation, actives largely listed as activators. hit rate 0.064% among 350,000;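 further: potency means the concentration at half of the fitted maximal effect; 100% = response of the positive control SU9516; nearly all actives have a fitted effect of over 60% in size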
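alpha7betagal+/- myoblasts (passage 13, 250/well) treated 48 h at 37C with compounds at 1:260 dilution of DMSO stock. Lysed, then beta-galactosidase activity read as FDG fluorescence (ex 480/em 540) after 30 min, with pre-read for autofluorescence.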
B2AR arrestin: qHTS assay of beta-arrestin-biased ligands of beta2-adrenergic receptor; Beta-2 adrenergic receptor (Homo sapiens), P07550; beta-arrestin recruitment to beta2AR, cell-based reporter; Potency, µM (top dose mostly 46.1 µM), for the others: at the highest dose activation, actives largely listed as activators; hit rate 0.02% among 330,000;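 further: potency means the concentration at half of the fitted maximal effect; 0% = DMSO controls and full agonism = EC100 isoproterenol or metaproterenol; nearly all actives have a fitted effect of over 65% in size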
Giardia kill: Small Molecules that selectively kill Giardia lamblia: qHTS; activity change, % at 7.66 µM, hits read low; hit rate 0.15% among 340,000; Giardia lamblia trophozoite viability; AID 540267, 2011; in the data active means activity change below about -80%; inconclusive means between about -30% and that limit;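 further: parasites exposed to compound for two days anaerobically before the ATP read; on the % scale 0 is the no-effect control and ±100 the full control effect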
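Trophozoites 100 cells/well + cpd; 48 hrs, 37 deg C, anaerobic. ATPLite 1-Step added, 15-30 min RT, luminescence read (ATP-based viability).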
Coupling enz: qHTS Assay for Inhibitors of Fructose-1,6-bisphosphate Aldolase from Giardia Lamblia: Coupling assay counterscreen; coupling enzyme system counterscreen, AmpLite Red fluorescence; activity change, negative = inhibition, % at 58.2 µM, hits read low; hit rate 0.67% among 290,000; in the data active means activity change below about -30%; further: on the % scale 0 is the no-effect control and ±100 the full control effect
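Final compound at 57.5 uM, incubated 10 min at RT with coupling enzyme reagent (glyceraldehyde-3-phosphate), then 20 min with substrate and AmpLite Red detection. Fluorescence read at 525/598 nm; tests interference with the coupling assay, not aldolase inhibition.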
BCR signal inh: qHTS Assay to Find Inhibitors of Chronic Active B-Cell Receptor Signaling; ABC-DLBCL IkBa-CBG/CBR reporter, luminescence ratio, 4 h; Potency, µM (titrated, usually from 46.1 µM), inactives show at the highest dose ratio change, negative = lower green/red ratio, usual class: inhibitors; hit rate 0.05% among 340,000; active means well fitted inhibition curve with a large enough effect in the signal ratio, with a control signal flat, not every such curve was filed as active; inconclusive means small, poorly fitted or top-dose-only effect, or effect the other way, or a change in a side signal; the % refers to the signal ratio;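 further: potency means the concentration at half of the fitted maximal effect; plate controls were basal doxycycline-induced cells for no effect and cells given 10 µM MG132 for full effect; MG132 reads +100%, hits lower the ratio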
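TMD8 human ABC-DLBCL cells with doxycycline-inducible IκBα–green luciferase fusion and unfused red luciferase, in 0.5% FBS medium; compounds up to 46 uM, 4 h at 37C. Green/red luminescence ratio, filter-overlap corrected, fitted to concentration-response curves.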
S-ASM inh: Inhibitors of Secretory Acid Sphingomyelinase (S-ASM): qHTS | Sphingomyelin phosphodiesterase (Homo sapiens), P17405 | placental ASM, HMU-PC fluorogenic substrate, 60 min | Potency, µM (highest dose often 57.5 µM), without a hit: at the highest dose activity change, negative = inhibition, actives largely listed as inhibitors | hit rate 0.006% among 340,000 | AID 504937, 2011; further: potency means the concentration at half of the fitted maximal effect
Target sequence (P17405 47-631 limits assumed): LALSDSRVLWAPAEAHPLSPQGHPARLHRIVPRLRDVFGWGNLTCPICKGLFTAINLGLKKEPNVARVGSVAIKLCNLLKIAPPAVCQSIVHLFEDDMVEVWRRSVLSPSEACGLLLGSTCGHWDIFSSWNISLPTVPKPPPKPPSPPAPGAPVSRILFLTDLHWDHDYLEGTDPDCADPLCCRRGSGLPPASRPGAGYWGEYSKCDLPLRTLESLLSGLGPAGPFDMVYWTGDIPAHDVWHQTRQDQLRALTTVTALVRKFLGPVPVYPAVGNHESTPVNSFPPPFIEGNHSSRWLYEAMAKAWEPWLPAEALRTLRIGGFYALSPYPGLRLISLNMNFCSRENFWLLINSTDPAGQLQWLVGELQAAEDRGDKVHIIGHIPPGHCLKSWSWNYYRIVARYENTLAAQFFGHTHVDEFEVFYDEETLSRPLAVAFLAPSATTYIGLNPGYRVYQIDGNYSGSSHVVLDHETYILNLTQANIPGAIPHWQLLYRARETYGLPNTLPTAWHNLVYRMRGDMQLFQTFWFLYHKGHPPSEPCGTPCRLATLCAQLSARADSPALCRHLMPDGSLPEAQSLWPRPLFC
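Fluorogenic HMU-PC substrate (9 uM final) is turned over by placental ASM in 60 min at 37 C after a 10 min compound preincubation. Reaction ended by alkaline stop (pH 10), with fluorescence read at 386/447 nm.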
PTAP TSG101 blk: qHTS Assay for Iinhibitors of HIV-1 Budding by Blocking the Interaction of PTAP/TSG101; Tumor susceptibility gene 101 protein (Homo sapiens), Q99816; Fluorescence polarization, FITC-PTAP peptide / Tsg101 binding; Potency, µM (highest dose often 115 µM), for the others: at the highest dose activity change, negative = inhibition, usual class: inhibitors; 340,000 tested, under 10 active; active means well fitted inhibition curve with a large enough effect in the main read-out, with a control signal flat, not every such curve was filed as active; inconclusive means small, poorly fitted or top-dose-only effect, or effect the other way, or a change in a side signal; inactive means no such curve, though single readings can be large or run the other way; further: potency means the concentration at half of the fitted maximal effect; % of control where 0% means no effect
Target sequence (Q99816 whole entry, looked up): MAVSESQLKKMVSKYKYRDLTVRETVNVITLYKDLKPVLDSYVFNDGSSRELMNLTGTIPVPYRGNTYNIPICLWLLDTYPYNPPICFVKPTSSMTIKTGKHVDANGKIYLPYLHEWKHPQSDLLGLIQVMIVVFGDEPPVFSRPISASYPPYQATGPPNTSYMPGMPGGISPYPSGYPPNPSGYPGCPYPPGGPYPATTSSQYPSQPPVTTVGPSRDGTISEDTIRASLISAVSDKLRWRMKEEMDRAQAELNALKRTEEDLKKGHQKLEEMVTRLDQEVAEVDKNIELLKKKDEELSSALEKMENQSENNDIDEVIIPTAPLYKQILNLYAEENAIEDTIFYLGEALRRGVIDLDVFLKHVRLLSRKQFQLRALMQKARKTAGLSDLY
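Fluorescence anisotropy tracks displacement of a FITC-tagged PTAP peptide (50 nM) from the Tsg101 binding domain (10 uM), following a 20 min room-temperature incubation at pH 7.5.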
Menin-MLL TR inh: qHTS Assay for Inhibitors Targeting the Menin-MLL Interaction in MLL Related Leukemias: Competition With Texas Red Labeled MLL-derived Mutant Peptide | Menin + Texas Red MLL mutant peptide, fluorescence polarization | Potency, µM (doses to about 61.6 µM), for inactives: at the highest dose FP activity change, negative = inhibition, usual class: inhibitors | hit rate 0.23% among 270,000 | AID 1768, 2009; active means well fitted inhibition curve with a large enough effect in the polarisation, with a control signal flat, not every such curve was filed as active; inconclusive means small, poorly fitted or top-dose-only effect, or effect the other way, or a change in a side signal; inactive means no such curve, though single readings can be large or run the other way; the % refers to the polarisation; further: potency means the concentration at half of the fitted maximal effect; % of control where 0% means no effect; many of its hits are not listed in these tables
Active calls of the source: *; & = joins results of further samples; [ ] = another dose, or the depositor's remark. Unless noted, the call rests on the fitted dose curve; in most records, active means well fitted curve in the direction sought with a large enough effect; inconclusive means small, poorly fitted or top-dose-only effect, or another doubt; inactive means no such curve, though single readings can be large; an effect the other way counts as inactive or inconclusive. Only part of the results is shown. The share of hits here may be higher or lower than overall.

Screening Cc1ccc2c(C)nc(/N=C(\N)NC(=O)N3c4ccccc4Sc4ccccc43)nc2c1 returned PKM2 act -6%, GALK inhibitor 1%, Tb PFK inh -2%, a7 integrin act 15%&27%, B2AR arrestin -1.2%, Giardia kill -9&-7, Coupling enz 1, BCR signal inh 3%, S-ASM inh -9%&0%, PTAP TSG101 blk -9%&-2% and Menin-MLL TR inh -13%.
`COCCNC(=O)NC12CC3CC(CC(C3)C1)C2` gave PKM2 act 2%, GALK inhibitor -1%, Tb PFK inh 1%, a7 integrin act -10%, B2AR arrestin 0.0%, Giardia kill -11, Coupling enz -1, BCR signal inh 0%, S-ASM inh 2%, PTAP TSG101 blk 2% and Menin-MLL TR inh inconclusive.
O=C(Nc1ccccc1C(=O)OCn1nnc2ccccc2c1=O)c1ccco1 was read as PKM2 act -5%, GALK inhibitor -4%, Tb PFK inh 3%, a7 integrin act 20%, B2AR arrestin 0.1%, Giardia kill -3, Coupling enz 1, BCR signal inh 0%, S-ASM inh -3%, PTAP TSG101 blk -2% and Menin-MLL TR inh 17%.
Screening CCC(C)c1ccc(O)c(/C=N/O)c1 (stereo not drawn) returned PKM2 act 0%, GALK inhibitor 0%, Tb PFK inh -7%, a7 integrin act 27%, B2AR arrestin 0.1%, Giardia kill -19, Coupling enz 1, BCR signal inh inconclusive, S-ASM inh 1%, PTAP TSG101 blk -4% and Menin-MLL TR inh -4%.
For CCOC(=O)N1CCN(C2=NC3(CCCCC3)C(C#N)C(=O)N2)CC1 (stereo not drawn) the results were PKM2 act 10%, GALK inhibitor 4%, Tb PFK inh 0%, a7 integrin act 3%, B2AR arrestin -0.4%, Giardia kill -19, Coupling enz 4, BCR signal inh 1%, S-ASM inh 1%, PTAP TSG101 blk -2% and Menin-MLL TR inh 5%.
`O=C(Nc1ccc(OC(F)(F)F)cc1)c1n[nH]c(Cn2cncn2)n1` gave PKM2 act 1%, GALK inhibitor -2%, Tb PFK inh -1%, a7 integrin act -1%, B2AR arrestin -0.2%, Giardia kill -11, Coupling enz -2, BCR signal inh 7%, S-ASM inh 0%, PTAP TSG101 blk 2% and Menin-MLL TR inh 8%.
CC(C(=O)NCCc1ccc(Cl)cc1)n1c(=O)c2cccn2c2cccnc21 (stereo not drawn) was read as PKM2 act -3%, GALK inhibitor 0%, Tb PFK inh 1%, a7 integrin act -2%, B2AR arrestin -0.4%, Giardia kill 0, Coupling enz 0, BCR signal inh -11%, S-ASM inh 0%, PTAP TSG101 blk 1% and Menin-MLL TR inh -9%.
`COC(=O)c1ccc(CO/N=C/c2ccc(OC)cc2)o1` gave PKM2 act 1%, GALK inhibitor 1%, Tb PFK inh -2%, a7 integrin act -26%, B2AR arrestin -0.1%, Giardia kill -6, Coupling enz 1, BCR signal inh inconclusive, S-ASM inh 4%, PTAP TSG101 blk 0% and Menin-MLL TR inh -9%.
Screening O=C(COC(=O)c1ccc(Br)o1)Nc1cccc(S(=O)(=O)N2CCCCC2)c1 returned Tb PFK inh 0%, a7 integrin act -7%, B2AR arrestin -0.9%, Giardia kill 3, BCR signal inh -2%, S-ASM inh -5% and PTAP TSG101 blk -4%.
Screening O=C(c1cccc(Br)c1)N1CCCc2ccccc21 returned PKM2 act 0%, GALK inhibitor -1%, Tb PFK inh -2%, a7 integrin act 3%, B2AR arrestin -1.0%, Giardia kill 15, Coupling enz 0, BCR signal inh -1%, S-ASM inh 4%, PTAP TSG101 blk 0% and Menin-MLL TR inh inconclusive.
`Cc1ccc(C(=O)O)cc1-n1c(C)cc(C=O)c1C` gave PKM2 act 4%, GALK inhibitor 0%, Tb PFK inh -6%, a7 integrin act 9%, B2AR arrestin 0.2%, Giardia kill -17, Coupling enz 0, BCR signal inh inconclusive, S-ASM inh 1%, PTAP TSG101 blk 0% and Menin-MLL TR inh -12%.
NS(=O)(=O)c1cc(C(=O)OCC(=O)Nc2ccccc2[N+](=O)[O-])ccc1Cl was read as PKM2 act -1%, GALK inhibitor 0%, Tb PFK inh 0%, a7 integrin act 4%, B2AR arrestin -0.3%, Giardia kill 4, Coupling enz 3, BCR signal inh -8%, S-ASM inh -4%, PTAP TSG101 blk -2% and Menin-MLL TR inh -18%.
For CCCc1[nH]c2ccc(C(=O)OC)cc2c1CCC the results were PKM2 act 0%, Tb PFK inh -1%, a7 integrin act -14%, B2AR arrestin -1.1%, Giardia kill -5, Coupling enz -2, BCR signal inh inconclusive, S-ASM inh -21%, PTAP TSG101 blk 0% and Menin-MLL TR inh 33%[activator].
Screening CCC(c1nnnn1C(C)(C)CC)N(CCN1CCOCC1)Cc1cc2cc(C)ccc2[nH]c1=O (stereo not drawn) returned PKM2 act 0%, GALK inhibitor 1%, Tb PFK inh 2%, a7 integrin act -3%, B2AR arrestin -0.6%, Giardia kill 6, Coupling enz 1, BCR signal inh -7%, S-ASM inh 5%, PTAP TSG101 blk -4% and Menin-MLL TR inh -21%.
Cc1nn(-c2ccccc2)c(Cl)c1/C=N/NS(=O)(=O)c1ccc(Br)cc1 was read as PKM2 act -1%, GALK inhibitor -1%, Tb PFK inh -5%, a7 integrin act 5%, B2AR arrestin 0.1%, Giardia kill -6, Coupling enz 4, BCR signal inh 3%, S-ASM inh -19%, PTAP TSG101 blk 0% and Menin-MLL TR inh inconclusive.
For CS(=O)(=O)N(CC(=O)NCc1ccccn1)c1ccc2c(c1)OCCO2 the results were PKM2 act -16%, GALK inhibitor 4%, Tb PFK inh -7%, a7 integrin act -19%, B2AR arrestin -1.7%, Giardia kill 6, Coupling enz -1, BCR signal inh 6%, S-ASM inh 1%, PTAP TSG101 blk 0% and Menin-MLL TR inh 2%.
`COc1ccc(C(=O)OCC(=O)Nc2sccc2C(N)=O)cc1[N+](=O)[O-]` gave Tb PFK inh -6%, a7 integrin act 6%, B2AR arrestin -1.9%, Giardia kill 6, BCR signal inh -12%, S-ASM inh 2% and PTAP TSG101 blk -9%.
`Cn1c(SCC(=O)NC2CCCC2)nc2cccnc21` gave PKM2 act 6%, GALK inhibitor 6%, Tb PFK inh 2%, a7 integrin act 44%, B2AR arrestin -0.3%, Giardia kill 1, Coupling enz 2, BCR signal inh -8%, S-ASM inh 4%, PTAP TSG101 blk -6% and Menin-MLL TR inh 2%.
For CC1CCCCC1NC(=O)CCn1ccc2cc(S(=O)(=O)N3CCCC3)ccc21 (stereo not drawn) the results were PKM2 act 4%[0.46 µM], GALK inhibitor 1%, Tb PFK inh 1%, a7 integrin act 18%, B2AR arrestin -0.3%, Giardia kill -16, Coupling enz 3, BCR signal inh -1%, S-ASM inh 1%, PTAP TSG101 blk -4% and Menin-MLL TR inh 0%.
For Cc1ccc2[nH]c(=O)c(C(c3nnnn3CC3CCCO3)N3CCCc4ccccc43)cc2c1 (stereo not drawn) the results were PKM2 act -2%, GALK inhibitor 3%, Tb PFK inh -3%, a7 integrin act -57%[inhibitor], B2AR arrestin -0.1%, Giardia kill inconclusive, Coupling enz -14, BCR signal inh -1%, S-ASM inh -5%, PTAP TSG101 blk -7% and Menin-MLL TR inh -17%.
Screening COc1ccc(/C=C/C(=O)c2ccccn2)cc1 returned PKM2 act -62%, GALK inhibitor 3%, Tb PFK inh -22%, a7 integrin act 2%, B2AR arrestin 0.3%, Giardia kill -22, Coupling enz -28, BCR signal inh inconclusive, S-ASM inh 23%, PTAP TSG101 blk 0% and Menin-MLL TR inh 25%.
